Screening results deposited in PubChem by Sanford-Burnham Center for Chemical Genomics.
NR3A LBD binder – NR3A (human) ligand-binding domain modulation. NR3A LBD differential scanning fluorimetry, Tm shift; 0% = protein alone, 100% = glycine-bound protein. Tm shift relative to glycine control, % at 25 µM. 340,000 tested, 2.5% active. AID 1259313;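 active means melting temperature shift of at least 10% of the positive control shift, at one fixed dose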
tim10-1 inh – growth inhibitors of tim10-1 mutant yeast. S. cerevisiae tim10-1 ts strain growth, BacTiter-Glo, 24 h. inhibition, % at 20 µM. 330,000 tested, 2.2% active. AID 463190;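 active means inhibition of at least 40%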;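 further: mutant grown at 25 °C; 0% = DMSO wells with yeast and 100% = wells holding no yeast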
APJ antagonist – antagonists of human APJ apelin receptor; AID 2521; inhibition, % at 20 µM; 330,000 tested, 0.32% active; CHO-K1 APJ beta-arrestin complementation, luminescence;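 active means inhibition above about 40% at 20 µM, limit read from the data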;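 further: cells challenged with 10 nM apelin-13 agonist together with compound; plate controls were apelin-13 plus DMSO wells for no effect and DMSO wells lacking apelin-13 for full effect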
Target sequence (P35414 whole entry, looked up): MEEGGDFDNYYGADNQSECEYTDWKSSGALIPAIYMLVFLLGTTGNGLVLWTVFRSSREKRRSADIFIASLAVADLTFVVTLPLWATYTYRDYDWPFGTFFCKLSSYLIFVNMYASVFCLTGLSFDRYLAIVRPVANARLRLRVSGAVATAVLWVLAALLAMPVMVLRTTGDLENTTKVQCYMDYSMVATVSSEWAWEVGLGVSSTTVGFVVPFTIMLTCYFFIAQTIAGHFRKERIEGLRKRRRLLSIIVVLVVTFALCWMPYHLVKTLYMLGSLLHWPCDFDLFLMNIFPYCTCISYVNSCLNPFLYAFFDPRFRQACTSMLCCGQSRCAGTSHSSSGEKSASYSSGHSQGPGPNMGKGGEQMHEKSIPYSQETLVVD
APJ ag – activates the human apelin receptor APJ; activation, % at 20 µM; CHO-K1 APJ PathHunter beta-arrestin, luminescence; 0% DMSO wells, 100% apelin; 330,000 tested, 0.11% active; P35414;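 active means activation more than six SD over the plate average, tested at 20 µM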;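 further: 0% = DMSO alone and 100% = apelin-13 at 10 nM; some results filed as inactive read as strong as hits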
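Test system – PathHunter CHO-K1 APJ (AGTRL-1) beta-arrestin reporter cells · Input – 1000 cells/well · Compound – single test compound dose, 20 µM final, 1% DMSO · Times – compound stimulation 90 min at 25 °C, detection 60 min · Technique – beta-gal luminescence · Read-out basis – APJ–arrestin association signal · Control set – negative DMSO alone, positive Apelin-13 at 10 nM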
MPTP block – blocks calcium-induced mitochondrial swelling | 360,000 tested, 1.4% active | inhibition, % at 10 µM | isolated mouse mitochondria, Ca2+ swelling absorbance, 30 min | AID 602449;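 active means inhibition of 50% or more, scaled per plate between neutral and stimulator controls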;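 further: 0% = DMSO wells given calcium and 100% = 1 mM EGTA wells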
MIN6 prolif – MIN6 beta-cell proliferation induction; MIN6 cells proliferation, ATPlite luminescence, 48 h; cells starved in 0.2% serum; 100% = growth in 10% serum; proliferation, % at 10 µM; 330,000 tested, 0.29% active; AID 2380;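 active means compounds whose signal lies at least 3.5 SD above the mean of all wells on their plate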;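 further: 0% = DMSO-treated cells in low-serum medium and 100% = 10% serum control; some compounds called inactive have numbers as strong as hits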
TIM10 inh – inhibits growth of TIM10 yeast strain | S. cerevisiae TIM10 strain growth, BacTiter-Glo luminescence, 24 h | inhibition, % at 10 µM | 330,000 tested, 1.4% active | AID 463195;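 active means inhibition of 40% or more at the single tested concentration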;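 further: wild-type TIM10 isogenic control strain grown at permissive 25 °C; 0% = DMSO yeast wells and 100% = minimal medium wells without yeast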
tim23-1 inh – tim23-1 yeast growth inhibition; S. cerevisiae tim23-1 growth, BacTiter-Glo luminescence, 24 h; inhibition, % at 20 µM; 330,000 tested, 1.3% active; AID 463212;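 active means growth inhibition of the mutant yeast at or above 50%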;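 further: temperature-sensitive mutant grown at 25 °C; plate controls were DMSO-treated mutant yeast for no effect and medium wells lacking yeast for full effect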
NALP3 yeast inh – inhibitors of NALP3 inflammasome in yeast; Yeast reconstituted NLRP3/ASC/caspase-1, beta-gal luminescence, 24 h; AID 2825; inhibition, % at 10 µM; 330,000 tested, 0.39% active;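 active means inhibition of 50% or more; inactive means inhibition below 50%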;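 further: plate controls were induced DMSO wells for no effect and uninduced yeast grown without galactose for full effect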
* = called active by the depositor.

smiles | NR3A LBD binder | tim10-1 inh | APJ antagonist | APJ ag | MPTP block | MIN6 prolif | TIM10 inh | tim23-1 inh | NALP3 yeast inh
CCOc1ccc(-n2c(SCc3ccc(C(=O)OC)o3)nc3c(c2=O)SCC3)cc1 | -1 | 25 | 11 | -9 | 2.1 | -4 | 14 | 1 | 12
CCN1C(=O)[C@@H]2[C@@H](c3ccc(-c4ccc5c(c4)OCO5)c(OC)c3)N3CCC[C@@]3(C(=O)OC)[C@@H]2C1=O | 3 | 14 | 2 | 1 | -0.5 | -1 | 12 | 18 | 2
COc1ccc(N=C2NN=C(c3c(C)[nH]c4ccccc34)CS2)cc1 | -14 | 30 | -4 | -2 | 1.8 | -6 | 33 | 32 | 17
COc1ccc(CCn2c(C)cc(C(=O)COC(=O)c3cnc(C)cn3)c2C)cc1 | 0 | 28 | 18 | -5 | -2.1 | -2 | 16 | 19 | 24
CC(=O)C1C(c2ccc([N+](=O)[O-])cc2)c2c(noc2C)CC1(C)O (centres undefined) | 1 | -7 | -1 | 2 | 3.4 | -2 | 1 | 13 | -2
NC(=O)COc1ccc(NC(=O)CC23CC4CC(CC(C4)C2)C3)cc1 | -1 | -8 | 15 | -2 | -0.1 | 3 | -1 | 9 | 10
O=C(Oc1ccc(=O)n(-c2ccccc2)n1)c1ccc(Cl)cc1 | 0 | 23 | 23 | 0 | -3.1 | -4 | 24 | 60* | -4
CCN(Cc1ccccc1)C(=O)c1ccc(Cl)cc1[N+](=O)[O-] | -1 | 12 | 9 | -3 | 1.4 | -1 | 28 | 26 | 13
C[C@@H]1CC2[C@@H]3CC[C@H]4CC(=O)CC[C@]4(C)C3=CC[C@]2(C)[C@@]1(O)C(=O)CO (some centres undefined) | 0 | -111 | -6 | -2 | -0.3 | -4 | -149 | -52 | 20
CCN(CC)c1ccc(NC(=O)c2[nH]c(C)c(C(C)=O)c2C)c(C)c1 | 1 | 17 | -3 | 5 | 1.1 | -3 | 0 | 12 | 0
CNC(=S)NNc1ccccc1[N+](=O)[O-] | -3 | 27 | -39 | 6 | -1.0 | -3 | 2 | 6 | 14
CC1(C)Cc2cccc(OCC(=O)OCC(=O)NCc3ccc(F)cc3)c2O1 | 1 | 13 | -8 | -8 | -0.4 | 0 | 6 | 6 | 13
O=C(c1ccc(F)cc1)n1ccc(-c2cnc(-c3ccccc3)s2)n1 | 0 | -6 | 11 | 0 | -0.2 | -3 | 1 | 19 | 73*
COc1ccc(S(=O)(=O)Nc2cccc3c2O[C@H](CN(C)S(=O)(=O)c2ccc(F)cc2)[C@H](C)CN([C@H](C)CO)C3=O)cc1 | 10* | -2 | 4 | 0 | 0.0 | 1 | 9 | 0 | 26
COCC(=O)N(Cc1nc2ccccc2c(=O)[nH]1)Cc1cccs1 | -1 | 13 | 10 | -1 | -0.2 | 0 | 5 | 10 | 9
CC(C)(O)CNC(=O)C(Cc1ccccc1)N1C(=O)c2ccccc2C1=O (centres undefined) | 0 | 4 | 0 | -3 | -0.8 | -1 | -11 | 16 | 17
COc1ccccc1C1CC(c2ccco2)=NN1S(C)(=O)=O (centres undefined) | -1 | 13 | -21 | -5 | -0.6 | 0 | -6 | 7 | 1
COc1ccc(S(=O)(=O)N2CCCC(C(=O)Nc3ccc(OC)c(OC)c3)C2)cc1 (centres undefined) | -1 | 16 | 1 | 0 | 1.1 | -2 | 13 | -26 | 4
Nc1cnc(CNc2ccccc2Cl)cn1 | 0 | 4 | -13 | -5 | -0.5 | 0 | 3 | 5 | -5
CN(C(=O)c1ccc(Br)o1)C1CCS(=O)(=O)C1 (centres undefined) | -2 | 4 | 5 | 1 | 1.6 | 0 | -10 | 10 | 10
CCOC(=O)N1CCN(S(=O)(=O)c2cccs2)CC1 | 0 | 6 | -2 | 0 | -3.4 | -2 | -15 | 0 | 9
CCCCCN(C(=O)CCC(=O)OCC(=O)c1ccc(CCC)cc1)c1c(N)n(CCCC)c(=O)[nH]c1=O | -4 | -9 | -14 | -6 | -1.1 | -3 | 1 | 5 | 8
O=C(NCc1ccccn1)C(=O)NCC1OCCN1S(=O)(=O)c1ccc(F)cc1 (centres undefined) | 1 | -18 | 8 | 7 | -0.9 | 1 | -4 | -5 | -4
CC(C)(C)CNc1cc(N2CCCC2)ccc1[N+](=O)[O-] | 2 | 17 | -5 | -5 | 0.6 | 0 | -12 | -6 | 14
CC(=O)Nc1ccc(NC(=O)c2c(C)nc3ccccn23)cc1 | 0 | -12 | 4 | -4 | -1.5 | -2 | -11 | -3 | -12
Cc1nnc(SCC(=O)Nc2sc3c(c2C#N)CCCCC3)n1N | 2 | 14 | 11 | -2 | -0.3 | -2 | 4 | 18 | 10
O=C1CSc2ccc(C(=O)NCC(c3ccco3)N3CCCCC3)cc2N1 (centres undefined) | -1 | 1 | 3 | -1 | -4.7 | -2 | -12 | -5 | 15
COc1cc(NC(=O)CSc2nnc3ccc(-c4ccncc4)nn23)cc(OC)c1 | -3 | 7 | -28 | 2 | 2.4 | -1 | 0 | 2 | -2
C=CCNC(=O)NC(=O)COC(=O)/C=C/c1cccc([N+](=O)[O-])c1 | -2 | -1 | -8 | -2 | -2.9 | -5 | -9 | -4 | 1
CC(C)c1ccc(CNC(=O)C2CC(=O)N(C3CCCCC3)C2)cc1 (centres undefined) | 4 | 21 | -1 | -1 | 0.2 | -2 | 17 | 16 | -14
CCCn1c(N)c(N(CCOC)C(=O)c2ccc(C#N)cc2)c(=O)[nH]c1=O | -8 | 10 | 5 | 1 | 1.1 | -4 | -10 | 5 | -6
O=C1C=C(O)CC(c2ccc(Cl)c(Cl)c2)C1 (centres undefined) | -1 | -4 | 11 | 0 | -2.8 | -4 | 1 | 26 | -1
COc1ccccc1NC(=O)NC1(C(=O)NCC2CCCO2)CCCCC1 (centres undefined) | -2 | -6 | -23 | 0 | -0.3 | 0 | -13 | 7 | 7
CCN(CC)S(=O)(=O)c1ccc(NC(=O)c2ccc(Cl)nc2)cc1 | 0 | 16 | -13 | -3 | 3.8 | 0 | -4 | 22 | -4
Cc1cc(Cl)ccc1C(=O)C1CCCN(C(=O)c2ccsc2)C1 (centres undefined) | 2 | 7 | -1 | -3 | -1.0 | -3 | -17 | 20 | 11
Cc1cc(C(=O)Nc2cccc(/C=C/C(=O)O)c2)c(C)o1 | 1 | 6 | 6 | -2 | -1.8 | -1 | -2 | 4 | -3
Cc1ccc(C(C)(c2ccc(N)cc2)c2ccc(N)cc2)cc1 | -1 | 30 | -1 | 1 | -1.1 | 0 | -10 | 21 | 18
COc1ccc(C(=O)Nc2cccc(OC(=O)c3ccc(C)c(C)c3)c2)cc1 | -20 | 11 | 5 | -2 | 1.5 | -4 | 15 | 14 | 28
COc1ccc(OCCN2C(=O)c3ccccc3C2=O)c([N+](=O)[O-])c1 | 1 | 0 | 0 | -2 | -0.3 | -3 | -31 | 17 | 14
COc1ccc(NC(=O)c2ccccc2NC(=O)c2ccccc2C(=O)O)c(OC)c1 | 3 | -14 | -18 | 0 | 0.8 | -3 | 17 | 16 | 5
Cc1cc(C)n(/N=C/c2ccc(O)cc2)c(=O)c1C#N | -2 | 4 | -1 | -5 | -0.2 | -2 | 14 | 12 | -2
COc1ccccc1C(=O)N1CCN(c2cccc(C(F)(F)F)c2)CC1 | 1 | 26 | 5 | 2 | 3.0 | 0 | 17 | 16 | -3
Cc1ccccc1OCC(=O)N1CCCc2ccccc21 | -6 | 14 | 20 | -4 | 1.3 | -1 | 19 | 19 | 32
COc1ccc(NC(=O)CCCC2CCCCC2)c(OC)c1 | 2 | 17 | -6 | 4 | 0.7 | -4 | 13 | 17 | 13
CC(OCCN1CCCC1)(c1ccc(F)cc1)c1ccc(F)cc1 | -4 | 8 | -1 | -1 | 76* | 0 | 1 | 9 | 21

Single records (already shown):
`Cc1ccc(C(C)(c2ccc(N)cc2)c2ccc(N)cc2)cc1` as listed: NR3A LBD binder = -1; tim10-1 inh = 30; APJ antagonist = -1; APJ ag = 1; MPTP block = -1.1; MIN6 prolif = 0; TIM10 inh = -10; tim23-1 inh = 21; NALP3 yeast inh = 18
`COc1ccc(NC(=O)CCCC2CCCCC2)c(OC)c1` as listed: NR3A LBD binder = 2; tim10-1 inh = 17; APJ antagonist = -6; APJ ag = 4; MPTP block = 0.7; MIN6 prolif = -4; TIM10 inh = 13; tim23-1 inh = 17; NALP3 yeast inh = 13

Carrying on:
smiles | NR3A LBD binder | tim10-1 inh | APJ antagonist | APJ ag | MPTP block | MIN6 prolif | TIM10 inh | tim23-1 inh | NALP3 yeast inh
O=C(O)COCC(=O)Nc1ccc2c(c1)ncn2CCc1ccccc1 | -2 | -7 | 13 | -1 | -1.0 | -1 | 15 | -4 | 3
COc1ccccc1Nc1nc(N)nc(CSC(=S)N2CCN(c3ccccc3)CC2)n1 | -2 | 1 | -18 | -4 | 1.9 | -2 | 10 | -7 | 11
Cc1ccsc1/C=C(\C#N)C(=O)NC1CCS(=O)(=O)C1 (centres undefined) | -1 | -2 | 12 | -2 | 1.0 | -2 | 2 | 13 | 13
O=C(NNC(=O)C1CC1c1ccccc1)c1ccccc1[N+](=O)[O-] (centres undefined) | 0 | 19 | 1 | 2 | 0.2 | 0 | 14 | 17 | 7
CC(=Nc1ccccc1)Nc1ccccc1 | 2 | 3 | -1 | 1 | -0.4 | 0 | -11 | 12 | -2
Cc1nnc2c(NCCc3ccccc3)nc3ccccc3n12 | 0 | 26 | 6 | -4 | 1.1 | -3 | -6 | 22 | 21
CCCCCC/C=C/c1ccc(OC)c([C@H]2[C@H]3C=CC[C@@H](C)[C@@H]3C(=O)N2Cc2ccccc2)c1 | 0 | 10 | 27 | -1 | 2.1 | -8 | -2 | 20 | 10
CCOC(=O)C1=C(C)NC(=S)NC1c1ccc(OCC(=O)N2CCCCC2)cc1 (centres undefined) | -2 | -4 | 17 | 0 | -0.5 | 0 | -2 | 15 | 23
O=C(NC1=NCCS1)c1ccccc1OCc1ccc(F)cc1 | 0 | 20 | 3 | 0 | 0.4 | -2 | 10 | 1 | 5
O=C(NCCN1C(=O)CSC1=O)c1ccccc1 | 1 | -15 | -7 | -6 | 0.4 | 0 | -9 | -17 | -12
Cc1cc(NC(=O)CSc2nc3sc4c(c3c(=O)n2C)CCCC4)no1 | -1 | 3 | -2 | -1 | -3.2 | 0 | 1 | 5 | 10
COC(=O)[C@H](Cc1ccccc1)NC(=O)N1CC(C)OC(C)C1 (some centres undefined) | -2 | 11 | -6 | -2 | -4.2 | -1 | 2 | 12 | 8
CC(C)OCCCNC(=O)C(=O)NCCCOC(C)C | 1 | 11 | 28 | 1 | 0.4 | -3 | -4 | 0 | 9
CN(CC(=O)Nc1cccc(F)c1)C(=O)c1ccccc1OCC(=O)Nc1cccc(C(F)(F)F)c1 | 3 | 8 | -7 | 8 | 0.0 | -4 | 5 | -6 | 15
CCOC(=O)C1=C(COC(=O)c2ccc3ccccc3c2O)NC(=O)NC1C (centres undefined) | -8 | -27 | -9 | 2 | 0.7 | 4 | -11 | 39 | 9
Cn1c(Cl)c(C(=O)Nc2ccccc2)c2ccccc21 | 0 | -7 | 10 | -2 | 1.0 | -2 | 51* | 46 | 60*
